Cdc42 wt = human Cdc42 wildtype GTP binding change, either direction | GST-Cdc42 beads, Bodipy-GTP binding, flow cytometry; actives lie on both sides | percent activity (GTP binding), % at 10 µM | hit rate 0.2% among 190,000 | AID 761;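 active = percent activity GTP binding at least 20 points away from the 100% baseline, either down as inhibitor or up as activator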;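 also: median bead fluorescence of bound Bodipy-FL-GTP at 100 nM; 0% = excess unlabeled GTP control and 100% = no compound control; below 100% means less GTP binding so inhibitor and above means activator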
Avidin fluor = avidin bead compound fluorescence profile; Avidin beads, compound fluorescence 488/530 nm, flow cytometry; active compounds read high; fluorescence (KMESF) at 10 µM; hit rate 0.38% among 220,000; in the data active = fluorescence above about 47; also: inactives centre near 10
Mcl1-Noxa inh = Mcl-1/Noxa interaction inhibition. Q07820. TR-FRET Mcl-1/Noxa peptide binding, 2 h. inhibition, % at 21.7 µM. hit rate 1.5% among 220,000. AID 1022;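 active = compounds that cut the protein-peptide binding signal by more than 50% relative to plate controls in a single-dose test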;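 also: His-tagged Mcl-1 with rhodamine Noxa BH3 peptide and terbium anti-His antibody; 0% = Mcl-1 plus Noxa peptide wells and 100% = peptide-only wells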
Pf gametocyte = inhibitors of late stage P. falciparum gametocyte viability; P. falciparum stage V gametocytes, ATP luminescence, 24 h; inhibition, % at 10.9 µM; hit rate 0.065% among 150,000; AID 743093;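 active = inhibition above the mean plus 3 SD of compounds within the control limits, set per campaign, cut at about 38% in these data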;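 also: 0% = DMSO wells and 100% = medium only without gametocytes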
Rac1 wt modul = human Rac1 wildtype GTP binding, inhibitors and activators; hit rate 0.27% among 190,000; GTP binding activity (% of control), % at 10 µM; AID 757; P63000; GST-Rac1 beads, fluorescent GTP binding, flow cytometry; actives lie on both sides; 0 = cold GTP competed, 100 = untreated;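 active = GTP binding activity at least 20 points away from the 100% control level, either lower or higher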
ABCB1 block = blocks JC-1 efflux by human ABCB1 transporter; P08183; CCRF-Adr cells, flow cytometry; inhibition, % at 6.6 µM; hit rate 0.067% among 190,000; AID 1326; in the data active = inhibition above about 40%;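 also: 0% = vehicle and 100% = reference inhibitor; higher value means more JC-1 retained so stronger ABCB1 efflux block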
ABCG2 block = blocks JC-1 efflux by human ABCG2 transporter; IgMXP3 cells, flow cytometry; inhibition, % at 6.6 µM; hit rate 0.1% among 190,000;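 active = inhibition above 80%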;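 also: 0% = DMSO and 100% = nicardipine control wells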
Target sequence (Q9UNQ0 whole entry, looked up): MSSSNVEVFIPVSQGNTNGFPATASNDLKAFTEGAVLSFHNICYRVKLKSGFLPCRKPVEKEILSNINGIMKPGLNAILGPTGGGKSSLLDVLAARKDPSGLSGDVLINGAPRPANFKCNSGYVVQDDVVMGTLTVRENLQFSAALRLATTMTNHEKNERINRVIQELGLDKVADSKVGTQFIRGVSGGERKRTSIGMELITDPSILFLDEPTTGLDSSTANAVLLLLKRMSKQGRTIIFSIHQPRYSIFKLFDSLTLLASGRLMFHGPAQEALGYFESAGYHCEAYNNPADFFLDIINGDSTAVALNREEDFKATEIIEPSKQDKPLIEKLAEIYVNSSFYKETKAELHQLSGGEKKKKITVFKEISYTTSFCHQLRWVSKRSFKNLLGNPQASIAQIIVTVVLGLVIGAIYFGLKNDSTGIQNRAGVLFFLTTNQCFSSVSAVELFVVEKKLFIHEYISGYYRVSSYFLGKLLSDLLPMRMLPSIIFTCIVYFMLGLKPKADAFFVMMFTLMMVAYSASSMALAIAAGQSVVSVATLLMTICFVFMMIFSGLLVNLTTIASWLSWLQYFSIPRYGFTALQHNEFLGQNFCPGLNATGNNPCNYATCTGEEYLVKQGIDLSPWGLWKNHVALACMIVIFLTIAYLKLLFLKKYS
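Read-out basis: Efflux inhibition in percent versus controls | Test system: ABCG2 IgMXP3 and barcoded ABCB1 CCRF-Adr cell mix | Quantity: 3 million cells/mL in well | Schedule: 10 min at 25 °C | Control set: Nicardipine as high control, DMSO as low control | Reagent: JC-1 as fluorescent efflux pump substrate | Signal: Flow cytometry of retained JC-1 fluorescence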
Rab2A wt mod = changes GTP binding to wildtype dog Rab2A, up or down. GST-Rab2 wt beads, Bodipy-GTP binding, flow cytometry. hit rate 0.19% among 190,000. GTP binding activity, % at 10 µM. AID 760. P61105;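 active = GTP binding activity at least 20 points away from 100%, either lowered or raised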;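 also: 0% = beads with excess unlabeled GTP and 100% = no-compound control corrected for plate trend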
Rac1 mut GTP = alters GTP binding to activated mutant human Rac1 | GST-Rac1 activated beads, fluorescent GTP binding, flow cytometry; actives lie on both sides; 100% means binding = to untreated wells | AID 764 | P63000 | hit rate 0.11% among 190,000 | percent activity (GTP binding), % at 10 µM;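 active = GTP binding at least 20 percentage points away from the 100% baseline, in either direction, so actives lie on both sides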
HRas wt GTP = modulators of GTP binding to human HRas wildtype; P01112; GST-Ras wt beads, Bodipy-FL-GTP binding, flow cytometry; actives lie on both sides; GTP binding activity, % at 10 µM; hit rate 0.14% among 190,000; AID 759;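 active = GTP binding activity at least 20% away from the 100% baseline, either lowered as inhibitor or raised as activator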;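 also: 0% = unlabeled GTP competition control and 100% = no-compound control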
Target sequence (P01112 whole entry, looked up): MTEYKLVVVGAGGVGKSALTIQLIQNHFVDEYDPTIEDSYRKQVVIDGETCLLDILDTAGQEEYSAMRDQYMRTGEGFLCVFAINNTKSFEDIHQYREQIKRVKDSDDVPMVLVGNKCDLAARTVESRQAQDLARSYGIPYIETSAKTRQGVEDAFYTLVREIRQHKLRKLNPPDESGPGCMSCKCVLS
Rab7 wt modul = alters GTP binding to wildtype dog Rab7; hit rate 0.055% among 190,000; GTP binding activity (percent of control), % at 10 µM; AID 758; GST-Rab7 beads, fluorescent GTP binding, flow cytometry; actives lie on both sides; untreated = 100%, excess cold GTP = 0%;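 active = fluorescent GTP binding to Rab7 beads changed by at least 20 points from the 100% baseline, either direction, mostly lower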;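 also: median green fluorescence of bound Bodipy-FL-GTP per Rab7 bead population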
Numbers without * were called inactive; / = no result given.

SMILES	Cdc42 wt	Avidin fluor	Mcl1-Noxa inh	Pf gametocyte	Rac1 wt modul	ABCB1 block	ABCG2 block	Rab2A wt mod	Rac1 mut GTP	HRas wt GTP	Rab7 wt modul
O=C(NC1CONC1=O)OCC(Cl)(Cl)Cl (stereo not given)	99	1	15	7	101	-0.1	0	99	97	103	105
CNC(=S)N1CCn2cccc2C1c1cccnc1 (stereo not given)	93	21	5	-7	95	0.6	2	96	92	97	103
CCN(CC)C(=O)c1ccc(NC(=O)Cn2nc(C)c3ccccc3c2=O)cc1	102	6	1	-2	105	0.2	1	101	98	99	103
CCN(CC)c1ccc(/C=C2\C(=O)NC(=O)N(Cc3ccco3)C2=O)cc1	93	10	19	-19	95	0.6	-1	96	96	97	98
CC12CN3CC(C)(CN(C1)C3c1ccncc1)C2=O (stereo not given)	96	8	-3	/	98	0.6	4	94	95	97	98
COc1ccc2[nH]cc(CCN)c2c1	100	5	-22	/	105	0.4	2	100	97	100	100
COc1ccc(C2N(c3cc(C)on3)C(=O)C3CCCN32)cc1 (stereo not given)	96	8	14	2	97	1.0	8	98	93	98	103
c1ccc(-c2[nH]c(-c3ccccc3)[n+](CC3CO3)c2-c2ccccc2)cc1 (stereo not given)	95	8	11	-20	95	1.1	30	95	96	96	97
CCCCCCOc1ccc(CN2CCN(CCO)CC2)cc1	107	20	8	/	108	1.2	4	101	102	105	102
CCC(C)OC(=O)c1c(N)n(Cc2cccs2)c2nc3ccccc3nc12 (stereo not given)	101	10	-5	19	102	0.0	2	98	98	99	102
N#CC(C#N)=Cc1cccnc1	90	22	-18	-19	99	-0.4	0	91	96	94	96
CCc1ccc2nc(N3CCC(C(=O)N4CCC5(CC4)OCCO5)CC3)sc2c1	99	8	6	/	103	0.3	2	98	97	100	106
C[n+]1c(-c2ccccc2)cc(CCCCc2cc(-c3ccccc3)[n+](C)c(-c3ccccc3)c2)cc1-c1ccccc1	96	22	20	-5	103	0.8	3	102	101	101	103
Cc1cc(=O)n(-c2ccccc2)n1-c1ccccc1	96	0	7	9	103	0.4	11	99	98	96	99
CC1=[N+]([O-])C2(N)CCc3nonc3C2(O)C1 (stereo not given)	104	12	-2	0	106	-0.1	-1	105	102	110	110
CCOP(=O)(OCC)C(NC(=O)c1ccc(C)cc1)C(Cl)(Cl)Cl (stereo not given)	103	3	13	-8	107	-0.2	0	97	100	98	96
CN1CC(C(=O)c2ccc(Cl)cc2)C(c2ccccc2F)C1 (stereo not given)	104	7	-4	4	101	0.7	3	103	104	98	95
CN1CCc2nc3sc(C(=O)NC(C)(C)C)c(N)c3cc2C1	101	36	8	-24	102	0.1	2	99	99	102	101
CCOC(=O)C1CCCCC12C(C#N)=C(N)Oc1n[nH]c(C)c12 (stereo not given)	98	27	10	/	101	0.2	6	99	98	99	101
C=CC1CN2CCC1CC2[C@@H](OC(=O)c1ccc(OC)cc1)c1ccnc2ccccc12 (stereo not given in full)	97	15	19	-17	102	5.9	2	102	102	101	103
CCc1ccc(N2C(=O)NC(=O)/C(=C/c3cccn3CCOc3ccc(C(C)CC)cc3)C2=O)cc1 (stereo not given)	97	12	-5	-2	98	0.2	0	95	92	97	95
CCn1c(O)c(C=NCCc2c[nH]c3ccccc23)c(=O)[nH]c1=O	105	12	10	-1	107	-0.1	14	99	98	102	104
Cc1ccc2nc(N3CCC(C(=O)N4CCC5(CC4)OCCO5)CC3)sc2c1	102	13	10	/	105	1.4	23	101	100	102	103
Cc1ccc2c(c1)CC1(CN2C)C(=O)NC(=O)N(CCc2ccccc2)C1=O (stereo not given)	99	6	12	19	101	-0.1	2	99	97	98	101
O=C1NC(=O)N(CCc2ccc(F)cc2)C(=O)/C1=C/c1cccs1	94	8	23	19	97	-1.8	-11	99	90	98	105
CC(=O)N1CN2CN(C(C)=O)CC(C(=O)c3ccccc3)(C2)C1	102	5	-16	15	101	0.2	1	102	99	102	99
COCCOC(=O)c1c(C)oc2ccc(OC(=O)N(C)C)cc12	101	9	-13	/	99	0.6	6	100	98	101	100
O=P(NCc1ccccc1)(Oc1ccccc1)Oc1ccccc1	103	7	23	-16	104	0.6	12	101	99	100	97
Cc1ccsc1C(=O)C1CCCN(Cc2cnc(N3CCCC3)s2)C1 (stereo not given)	99	10	7	1	100	1.1	0	95	97	97	95
Cc1sc2c(c1C)C(c1cccs1)=NCC(=O)N2CC(=O)NCc1cccs1	104	36	4	0	100	0.3	0	100	98	100	97

Rewritten as labelled records: entries from further up.
Molecule: O=C1NC(=O)N(CCc2ccc(F)cc2)C(=O)/C1=C/c1cccs1
  Cdc42 wt: 94 | Avidin fluor: 8 | Mcl1-Noxa inh: 23 | Pf gametocyte: 19 | Rac1 wt modul: 97 | ABCB1 block: -1.8 | ABCG2 block: -11 | Rab2A wt mod: 99 | Rac1 mut GTP: 90 | HRas wt GTP: 98 | Rab7 wt modul: 105

Molecule: COc1ccc(C2N(c3cc(C)on3)C(=O)C3CCCN32)cc1 (stereo not given)
  Cdc42 wt: 96 | Avidin fluor: 8 | Mcl1-Noxa inh: 14 | Pf gametocyte: 2 | Rac1 wt modul: 97 | ABCB1 block: 1.0 | ABCG2 block: 8 | Rab2A wt mod: 98 | Rac1 mut GTP: 93 | HRas wt GTP: 98 | Rab7 wt modul: 103

Some entries already given, reduced to HRas wt GTP and Rac1 wt modul:
compound	HRas wt GTP	Rac1 wt modul
C[n+]1c(-c2ccccc2)cc(CCCCc2cc(-c3ccccc3)[n+](C)c(-c3ccccc3)c2)cc1-c1ccccc1	101	103
Cc1cc(=O)n(-c2ccccc2)n1-c1ccccc1	96	103
CC1=[N+]([O-])C2(N)CCc3nonc3C2(O)C1 (stereo not given)	110	106
CCOP(=O)(OCC)C(NC(=O)c1ccc(C)cc1)C(Cl)(Cl)Cl (stereo not given)	98	107

(list continues)
SMILES	Cdc42 wt	Avidin fluor	Mcl1-Noxa inh	Pf gametocyte	Rac1 wt modul	ABCB1 block	ABCG2 block	Rab2A wt mod	Rac1 mut GTP	HRas wt GTP	Rab7 wt modul
CO[C@H]1[C@@H](OC)CC(OC2OC(CO)C(O)C(O)C2O)/C(=C\C#N)[C@@H]1O (stereo not given in full)	98	6	-9	-59	102	0.3	-4	99	100	97	101
O=c1[nH]c(=O)n(-c2ccccc2Cl)c(O)c1C=NCCN1CCCCC1	99	11	14	6	104	-0.1	1	96	101	99	101
O=C(Oc1ccc([N+](=O)[O-])cc1)N1CCC(N2CCCCC2)CC1	103	11	5	24	108	-0.5	-4	103	101	102	104
O=C(c1cc2cc3ccc(Cl)cc3nc2o1)N1CCC2(CC1)OCCO2	101	18	12	/	106	1.1	62	100	99	101	101
CCCCCCC(=O)c1c(O)n(-c2ccccc2OC)c(=O)[nH]c1=O	98	11	27	9	103	-0.3	-2	99	99	100	102
N#CC1(c2ccccc2)CCN(C2CC(=O)N(c3ccc(F)cc3)C2=O)CC1 (stereo not given)	95	10	14	-5	96	0.4	-1	98	93	96	101
CCOC(=O)c1ccc(N=Cc2c(O)n(-c3ccccc3F)c(=S)[nH]c2=O)cc1	102	14	1	3	100	-0.4	-1	92	101	96	95
CCCCn1c(O)c(C(CC)=Nc2ccc(C(=O)O)cc2)c(=O)[nH]c1=O	100	29	21	12	108	-0.4	-2	101	98	101	97
CN1CCN(C(=O)COc2ccc(S(=O)(=O)N(C)Cc3ccccc3)cc2)CC1	97	12	11	/	101	-0.3	-14	100	97	100	103
CC(=O)c1ccc(OC(NC(=O)Cc2ccccc2)C(Cl)(Cl)Cl)cc1 (stereo not given)	112	36	-5	/	109	0.6	1	108	105	107	107
O=C1C2CCCN2C(c2cccnc2)N1c1ccc(Cl)c(Cl)c1 (stereo not given)	98	16	7	-9	95	1.0	2	97	95	98	99
O=C(c1cccc(C(F)(F)F)c1)C1CCCN(Cc2ccccc2O)C1 (stereo not given)	95	7	11	/	95	0.4	3	96	96	96	98
CCNCC1(c2ccc(OC)c(OC)c2)CCCC1	100	20	6	-1	95	-0.5	0	95	94	96	91
CC1OC(NCCc2ccccc2)C(O)C(O)C1O (stereo not given)	106	23	-1	/	103	0.2	1	101	96	103	105
O=C(Cc1ccccc1)N1CCN(CC2CC=CCC2)CC1 (stereo not given)	104	5	4	/	104	0.3	1	102	100	103	101
O=C1NC(=O)C(CCc2ccncc2)(Cc2cccc(Cl)c2Cl)C(=O)N1c1ccc(Br)cc1 (stereo not given)	98	6	-40	12	99	-0.5	-4	95	97	95	98
Cc1ccc(OCC(=O)Nc2ccc(Cl)cc2C(=O)c2ccccc2)cc1	102	12	-10	15	102	0.4	2	95	99	96	90
CCn1c(O)c(C=NCc2ccccc2)c(=O)[nH]c1=S	97	8	-6	-4	98	-1.2	-1	100	95	96	97
CN1CCC(O)(c2ccccc2)C2CCCC21 (stereo not given)	97	18	16	/	103	-0.4	14	101	99	99	102
COCCCNC(=O)c1c(NC(=O)c2ccco2)n(Cc2ccccc2)c2nc3ccccc3nc12	93	9	-4	/	94	1.5	6	94	90	96	103
CC12CN3CCN(CC(C3)C1O)C2 (stereo not given)	102	9	-15	10	101	0.1	1	100	98	102	100
C[n+]1c(-c2ccccc2)cc(-c2ccc(O)cc2)cc1-c1ccccc1	100	9	8	2	100	1.9	6	100	101	100	97
CC(=NCC1CCCO1)c1c(O)n(Cc2ccccc2)c(=O)[nH]c1=O (stereo not given)	100	7	17	/	103	0.8	4	100	99	100	99
Cc1cccnc1NC1=NCC(C)S1 (stereo not given)	101	10	5	/	107	0.3	3	100	99	103	99

From PubChem

Only part of the results is shown, so the mix of outcomes need not match the whole.
